ANO1 block – blocks the mouse calcium-activated chloride channel TMEM16A; Q8BHY3; HEK293 TMEM16A/YFP iodide influx fluorescence, ionomycin; normalized B-score (activity score, 25-100; higher = stronger inhibition) at 10 µM; 1.2% of 310,000 active;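 active means ratio plate-corrected score three or more library SD toward inhibition, starting fluorescence score within five deviations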;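 further: score derived from kinetic fluorescence span divided by baseline fluorescence per well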
HDAC3 inhib – human HDAC3 inhibition; inhibition, % at 8.3 µM; recombinant HDAC3, fluorogenic peptide/trypsin coupled, fluorescence; AID 2718; O15379; 0.15% of 320,000 active; in the data active means inhibition above about 26%, passing the limit was not always enough
KCNQ1 act – potentiators or activators of human KCNQ1 potassium channel; CHO-K1 KCNQ1, thallium flux FluxOR fluorescence; active compounds read high; B-score at 10 µM; 0.35% of 310,000 active; AID 2648;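 active means fluorescence ratio B-score, a plate-corrected score, at least three library SD, with initial intensity B-score within 5 SD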
Target sequence (P51787 whole entry, looked up): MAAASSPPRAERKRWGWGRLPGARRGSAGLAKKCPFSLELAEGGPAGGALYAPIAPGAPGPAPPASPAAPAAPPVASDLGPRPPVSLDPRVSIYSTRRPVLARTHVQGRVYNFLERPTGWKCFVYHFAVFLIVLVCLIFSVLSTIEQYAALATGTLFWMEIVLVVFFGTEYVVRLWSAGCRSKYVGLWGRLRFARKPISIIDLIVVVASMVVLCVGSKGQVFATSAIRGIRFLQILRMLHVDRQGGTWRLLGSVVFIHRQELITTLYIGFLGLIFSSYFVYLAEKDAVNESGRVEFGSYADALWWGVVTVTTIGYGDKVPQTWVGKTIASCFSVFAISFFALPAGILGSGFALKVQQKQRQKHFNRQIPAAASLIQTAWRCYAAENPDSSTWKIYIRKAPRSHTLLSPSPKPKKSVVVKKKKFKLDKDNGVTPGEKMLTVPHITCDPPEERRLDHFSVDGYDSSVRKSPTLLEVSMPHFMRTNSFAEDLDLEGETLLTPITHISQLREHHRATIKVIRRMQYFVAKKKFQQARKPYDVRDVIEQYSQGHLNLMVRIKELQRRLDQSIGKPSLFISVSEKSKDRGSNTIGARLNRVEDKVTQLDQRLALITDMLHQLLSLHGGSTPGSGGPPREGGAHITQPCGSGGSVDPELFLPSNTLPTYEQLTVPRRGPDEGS
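Material: CHO-K1 cells stably expressing KCNQ1. Medium: assay buffer for compound exposure, DMSO matched across wells. Reagent: K+/Tl+ depolarizing stimulus. Compound dosing: single-concentration screen. Times: 37 °C overnight plating, 90-min dark dye load, 20-min compound pretreatment. Technique: FluxOR Tl+ flux fluorescence.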
TRPC4 PAM – allosteric potentiators of mouse TRPC4 channel; B-score at 10 µM; AID 2227; HEK293 TRPC4beta/mu-opioid, DAMGO EC20, Fluo-4 Ca2+ flux; active compounds read high; 0.42% of 310,000 active;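 active means B-score of calcium response area above 5 SD of library B-scores, with initial fluorescence ratio within 5 SD of library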;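 further: B-score of integrated fluorescence ratio over time as area under calcium response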
TRPC4 act – opens the mouse TRPC4 cation channel; Q9QUQ5; HEK293 TRPC4beta/mu-opioid, Fluo4 calcium fluorescence; active compounds read high; B-score at 10 µM; 0.49% of 310,000 active;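 active means B-score above 5 SD of library B-scores, and initial fluorescence ratio not above library mean plus 5 SD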;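 further: positive B-score marks a calcium rise read as TRPC4 activation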
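Assay system: HEK293 cells stably co-expressing mouse TRPC4beta and mu-opioid receptor / Timing: Fluo4 dye loading 45 min at room temperature, 110 s recording / Signal: Fluo4 calcium-sensitive dye fluorescence, kinetic, 1 Hz baseline / Read-out: integrated baseline-normalised fluorescence ratio, converted to per-well B score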
ANO1 activ – activators or potentiators of mouse TMEM16A chloride channel; HEK293 TMEM16A/YFP-H148Q/I152L, iodide quench fluorescence; active compounds read low; B-score at 10 µM; 0.3% of 340,000 active;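 active means fluorescence-ratio B-score plate-corrected deviation score at least 3 library SD below zero, with starting fluorescence score within 5 deviations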;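 further: channel opened by trigger with iodide after compound preincubation; score built on the fluorescence ratio of max minus min over baseline; more negative score means more quench and so TMEM16A activation or potentiation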
KCNK9 block – human KCNK9 channel inhibition | AID 488922 | HEK293 KCNK9, FluxOR thallium flux fluorescence; active compounds read low | 1.2% of 310,000 active | B-score at 10 µM;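 active means ratio B-score over 3 SD below the library mean, with starting fluorescence within 5 SD of its mean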;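 further: negative B-score means less thallium flux so channel inhibition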
hERG rescue – compounds protecting human hERG from proarrhythmic drug block | Q12809 | CHO-hERG, FluxOR thallium flux, dofetilide IC70 present | activation (rescue from dofetilide block), less the hit threshold, % at 10 µM | 0.51% of 310,000 active | AID 1511;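 active means activation above the mean of controls blocked by dofetilide plus 5 SD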;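 further: thallium influx through hERG after potassium depolarization seen as dye fluorescence rise; in these data hits start at about 4.7%; inactives centre near -7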
KCNQ1 block – inhibitors of human KCNQ1 potassium channel; CHO-K1 KCNQ1, FluxOR thallium flux fluorescence; active compounds read high; B-score at 10 µM; 1.3% of 310,000 active;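 active means compounds whose thallium flux B-score, printed positive for inhibition, exceeds three library SD while starting fluorescence stays within three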;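 further: channel opened by potassium depolarization with thallium stimulus after 20 min compound exposure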
KCNK3 inh – human KCNK3 channel inhibition, primary screen. 0.84% of 340,000 active. CHO-KCNK3 thallium flux, FluxOR fluorescence; active compounds read low. O14649. B-score at 10 µM;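 active means B-score under library mean minus 4 SD, starting fluorescence ratio at most library mean plus 5 SD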;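 further: more negative B-score means stronger inhibition of thallium flux through KCNK3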
Target sequence (O14649 whole entry, looked up): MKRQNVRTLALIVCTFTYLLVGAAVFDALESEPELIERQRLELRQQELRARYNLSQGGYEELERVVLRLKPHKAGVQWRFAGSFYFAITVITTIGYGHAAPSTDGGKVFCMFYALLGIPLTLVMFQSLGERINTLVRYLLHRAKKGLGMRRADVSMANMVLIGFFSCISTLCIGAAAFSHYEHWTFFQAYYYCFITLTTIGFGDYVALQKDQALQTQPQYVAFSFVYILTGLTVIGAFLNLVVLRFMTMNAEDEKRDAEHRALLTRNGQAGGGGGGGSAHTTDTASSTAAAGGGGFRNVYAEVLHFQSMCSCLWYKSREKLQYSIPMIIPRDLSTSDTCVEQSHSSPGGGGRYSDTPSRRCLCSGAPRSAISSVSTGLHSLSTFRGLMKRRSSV
DYRK1A inh – inhibitors of rat Dyrk1A kinase; ADP-Glo luminescence, NFATc1 peptide; inhibition, % at 12.5 µM; Q63470; AID 504441; 0.43% of 310,000 active; in the data active means inhibition above about 50%;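 further: plate controls were vehicle with enzyme for no effect and no enzyme for full effect; many of its hits are not listed in these tables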
An asterisk follows results filed as active; i = inactive; x = no result given. A portion of the library. The share of hits here may be higher or lower than overall.

mol	ANO1 block	HDAC3 inhib	KCNQ1 act	TRPC4 PAM	TRPC4 act	ANO1 activ	KCNK9 block	hERG rescue	KCNQ1 block	KCNK3 inh	DYRK1A inh
COc1ccc(NC(=O)c2c(C(F)(F)F)nn(C)c2SCc2ccccc2)cc1	i	6.2	i	i	i	i	i	-14.1	i	i	1.0
Cc1nnc(SC(C)C(=O)N2CCc3ccccc32)s1 (stereo not given)	i	-1.7	i	i	i	i	i	-9.8	i	i	3.6
Cc1cccc(OCC(=O)NC(=S)Nc2ccccc2N2CCOCC2)c1	i	-0.1	i	i	i	i	i	0.1	i	i	-1.8
Cc1cc(C)cc(-n2ncc3c2CCCC3NC(=O)CN2CCCCC2=O)c1 (stereo not given)	i	2.7	i	i	i	i	i	-4.5	i	i	-3.3
COc1ccc(CN(C)CC(=O)c2c(N)n(Cc3ccccc3)c(=O)n(C)c2=O)c(OC)c1	i	-2.8	i	i	i	i	i	-2.4	i	i	-8.1
C[C@H](NC(=O)c1nc[nH]c1C(=O)N[C@@H](Cc1ccccc1)C(=O)OC(C)(C)C)c1ccccc1	i	28.1*	i	i	i	i	i	-5.7	i	i	1.8
CC(C)(C)c1ccc(C(=O)N/N=C/c2ccccn2)cc1	i	-4.4	i	i	i	i	i	-5.3	i	i	9.8
CCOc1ccc(S(=O)(=O)N2CC(=O)Nc3ccccc32)cc1	i	-0.6	i	i	i	i	i	-6.6	i	i	2.4
Cc1noc(NS(=O)(=O)c2ccc(NC(=O)c3cc(-c4ccccc4Cl)nc4ccccc34)cc2)c1C	i	1.4	i	i	i	i	i	-29.7	i	i	34.3
CC(=O)c1c(C)[nH]c(C(=O)Nc2cc(F)ccc2C)c1C	i	-2.4	i	i	i	i	i	-5.5	i	i	-3.1
Cc1cc(NC(=O)CSc2nnc(CNC(=O)c3ccc(C(C)(C)C)cc3)o2)no1	i	-0.2	i	i	i	i	i	-8.0	i	i	x
NCCNc1ccc2nnnn2n1	i	0.9	i	i	i	i	i	-12.6	i	i	0.6
O=C1C/C(=C/NCc2ccccc2)C(=O)N1	i	-5.3	x	x	x	i	x	x	x	i	-4.3
C=CCn1c(SCc2nc3ccccc3[nH]2)nnc1-c1ccccn1	i	3.4	i	i	i	i	i	-6.3	i	i	-7.4
CNC(=S)N1CCN(c2nc(-c3ccc(Cl)cc3)cs2)CC1	i	-5.1	i	i	i	i	i	-4.3	i	i	1.3
Cc1ccc(S(=O)(=O)N(C)C)cc1NC(=O)C(C)OC(=O)C1CCCC1 (stereo not given)	i	6.5	i	i	i	i	i	-17.0	i	i	2.9
CCOc1ccccc1C(=O)N(Cc1sccc1C)C1CCS(=O)(=O)C1 (stereo not given)	i	-0.1	i	i	i	i	i	-8.6	i	i	x
Cc1cccc2sc(NC(=O)CN(C)S(=O)(=O)c3ccc(Br)s3)nc12	100*	-0.2	i	i	i	i	i	-6.2	i	-9.91*	5.5
CCOc1ccc(N2C(=O)C3C(c4ccc(OC)cc4OC)NC(CCSC)(C(=O)OC)C3C2=O)cc1 (stereo not given)	i	-9.8	i	i	i	i	i	-3.3	i	i	-3.1
COC(=O)C[C@H]1c2cc(F)ccc2S(=O)(=O)N1c1ccccc1	i	-0.2	i	i	i	i	i	-0.5	i	i	9.8
CC1CCCCN1C(=O)c1c([N+](=O)[O-])cnn1C (stereo not given)	i	-4.9	i	i	i	i	i	-4.5	i	i	-2.2
COc1ccc(N2CCN(S(=O)(=O)c3cccc4cccnc34)CC2)cc1	i	-0.3	i	i	i	i	i	-6.5	i	i	-6.0
CCOC(=O)/C(=N\Nc1ncnc2ccccc12)c1ccc(OC)cc1	i	4.7	i	i	i	i	i	-6.1	i	i	-4.2
O=C(Nc1ccc(F)c(F)c1)c1ccco1	i	-2.4	i	i	i	i	i	-9.5	i	i	-6.0
Cc1ccc(N(C(=O)CNC(=O)c2ccco2)C(C(=O)NC2CCCC2)c2ccncc2)cc1C (stereo not given)	i	0.4	i	i	i	i	i	-8.8	i	i	-0.4
Cc1ccc(N=Nc2c(=O)[nH]n3c(=O)cc(C)[nH]c23)cc1	i	9.8	i	i	i	i	i	-9.0	i	i	10.5
CCOc1ccc(-c2nnc(NC(=O)CCCOc3cccc(C)c3)o2)cc1	i	-3.3	i	i	i	i	i	-10.1	i	i	3.0
COc1ccc(NC(=O)Cn2nc(Cc3cccnc3)c3ccccc3c2=O)c(OC)c1	i	-1.0	i	i	i	i	i	-9.3	i	i	0.2
CC(=O)N1c2ccc(S(=O)(=O)N3CCCC3)cc2CC1C(=O)NC(C)C (stereo not given)	i	-5.0	i	i	i	i	i	-9.2	i	i	-1.2
CCC(=O)Nc1nnc(C(C)(C)C)s1	i	1.1	i	i	i	i	i	-11.0	i	i	-0.9
Cc1nc(CSc2nnc(C)s2)cs1	i	1.6	i	i	i	i	i	-9.4	i	i	-1.1
COc1ccc(CNC(=O)c2ccc(N(C)S(=O)(=O)c3ccc(C)cc3)cc2)cc1	i	9.1	i	i	i	i	i	-4.8	i	i	1.2
Cn1cnc(S(=O)(=O)NCc2cccs2)c1	i	6.8	i	i	i	i	i	-7.8	i	i	4.2
COc1cccc(Cn2cc(C)cc(NC(=O)NCc3ccccc3)c2=O)c1	i	2.4	i	i	i	i	i	-4.2	i	i	-2.6
CC(C)C1C(C#N)=C(N)Oc2n[nH]c(-c3cccs3)c21 (stereo not given)	i	3.5	i	i	i	i	i	-11.8	i	i	12.1
COc1ccc(C2=C/C(=C\c3ccccc3OC(C)=O)C(=O)O2)cc1	i	1.3	i	i	i	i	i	-2.8	i	i	-7.8
CC1/C(=N/O)CC(c2ccccc2)NC1c1ccccc1 (stereo not given)	i	-3.0	i	i	i	i	i	3.8	i	i	-3.5
CC(C)c1ccc(N2C(=O)CC(NNC(=O)c3ccccc3Cl)C2=O)cc1 (stereo not given)	i	-4.1	i	i	i	i	i	-9.1	i	i	-3.4
COc1ccc(CCNC(=O)CCC(=O)Nc2nnc(C(C)C)s2)cc1OC	i	-1.6	i	i	i	i	i	-2.3	i	i	-3.1
CCOC(=O)c1nnn(CC(=O)Nc2ccccc2)c1C(=O)OCC	i	2.2	i	i	i	i	i	-7.3	i	i	1.4
CSCCC(=O)N1CCC(CCC(=O)NC2CC2)CC1	i	0.8	i	i	i	i	i	-7.9	i	i	-4.7
CC(=O)N1c2ccccc2C(=O)C1N1CCCCC1 (stereo not given)	i	-1.1	i	i	i	i	i	-6.4	i	i	-0.5
COc1cccc(N2CCN(c3ccc4nnc(CCC(=O)Nc5ccc(F)cc5F)n4n3)CC2)c1	i	3.7	i	i	i	i	i	-14.9	i	i	-2.5
O=C(Oc1ccc(Br)cc1C(=S)N1CCOCC1)c1cccc([N+](=O)[O-])c1	i	2.5	i	i	i	i	-16.4*	-9.3	i	-11.4*	-1.8
Cc1c(/C(O)=C2/C(=O)C(=O)N(Cc3cccnc3)C2c2ccccn2)cnn1-c1ccccc1 (stereo not given)	i	2.5	i	i	i	i	i	-6.5	i	i	-3.5
CC(=O)c1cccc(NC(=O)C(OC(=O)c2cccc(S(=O)(=O)N(C)c3ccccc3)c2)c2ccccc2)c1 (stereo not given)	i	5.0	i	i	i	i	i	-16.0	i	i	-9.2
COc1ccc(-c2c(C#N)c(SCC(N)=O)nc3c2CCCC3)cc1	i	5.4	i	i	i	i	i	-15.4	i	i	2.9
O=C(CSc1nc(-c2ccccc2)nc2ccccc12)Nc1nccs1	i	1.3	i	i	i	i	i	0.5	i	i	0.4
CC1(C)Cc2ccccc2/C(=C/C(=O)N2CCCCCC2)N1	i	0.5	i	i	i	i	i	-4.3	i	i	6.0
Nn1c(SCC(=O)Nc2ccccc2F)nnc1C1CCCCC1	i	1.5	i	i	i	i	i	0.2	i	i	x
CSc1nc(C)c(C(=O)C[n+]2ccc(C)cc2)cc1C#N	i	-4.4	i	i	i	i	i	-3.7	i	i	2.8
COc1ccc(C(=O)O/N=C(\N)c2ccc(OC)c(OC)c2)cc1	i	-7.7	i	i	i	i	i	-11.4	i	i	-4.2
CCOC(=O)CNc1nc(Cl)c(C#N)s1	i	-2.3	i	i	i	i	i	-5.5	i	i	-1.4
CC(C)Nc1nc(NC(C)C)nc(SCCOC(=O)Nc2ccc(Cl)cc2Cl)n1	i	-0.4	i	i	i	i	i	-9.4	i	i	-4.1
CC1CCCC(NCC(O)COC(c2ccc(F)cc2)c2ccc(F)cc2)C1C (stereo not given)	i	7.8	i	i	i	i	i	-17.8	i	i	x
CCCCC(c1nnnn1CC1CCCO1)N1CCN(c2nc3ccccc3s2)CC1 (stereo not given)	x	x	i	i	88*	x	i	-11.2	i	i	9.3
COc1ccccc1Oc1c(C)oc2cc(OC(=O)c3ccco3)ccc2c1=O	i	-0.5	x	x	x	i	x	x	x	i	0.4
Cc1ccc(OCC(=O)NNC(=O)c2cccnc2)cc1C	i	2.2	i	i	i	i	i	-11.0	i	i	-1.1
CN1CCN(CCCn2cnc3c(=O)oc4ccccc4c32)CC1	i	x	i	i	i	i	i	-12.5	i	i	6.6
CCOC(=O)C1=C(C)NC(C)=C(C(=O)OCC)C1C(=O)OCC(=O)N1CCCCC1CC (stereo not given)	i	-4.2	i	i	i	i	i	-5.9	i	i	11.5

New compounds follow.
mol	ANO1 block	HDAC3 inhib	KCNQ1 act	TRPC4 PAM	TRPC4 act	ANO1 activ	KCNK9 block	hERG rescue	KCNQ1 block	KCNK3 inh	DYRK1A inh
COc1ccc(NC(=O)c2cc(S(=O)(=O)N3CCc4ccccc43)cn2C)c(OC)c1	i	6.4	i	i	i	i	i	-4.8	i	i	2.7
O=C(O)C1CCCCC1C(=O)N1CC=C(c2ccccc2)CC1 (stereo not given)	i	0.9	i	i	i	i	i	-9.1	i	i	-1.5
CNCCCc1[nH]nc(N)c1C#N	i	-2.6	i	i	i	i	i	-1.4	i	i	-11.7
S=C(NCC1CCCO1)NC12CC3CC(CC(C3)C1)C2 (stereo not given)	i	-6.5	i	i	i	i	i	-12.0	i	i	1.7
O=C(CN1C(=O)S/C(=C\c2ccccc2)C1=O)NC1CCS(=O)(=O)C1 (stereo not given)	i	5.6	i	i	i	i	i	-3.6	i	i	1.0
O=S(=O)(Nc1ccc(Cl)cn1)c1cccs1	i	-0.6	i	i	i	i	i	-2.6	i	i	-7.3
CCn1nc(C)c(NC(=O)c2ccc(Br)o2)c1C	i	0.7	i	i	i	i	i	-4.9	i	i	0.7
COC(=O)C1CCN(C(=O)C2CCN(C(=O)[C@H](C)NS(=O)(=O)c3ccc(C)cc3)CC2)CC1	i	-0.2	i	i	i	i	i	-5.8	i	i	5.7
